# Screening results as filed in PubChem.
# Platelet DG rel: inhibitors of platelet dense granule secretion, primary screen, cell-based, MLPCN, human platelets; human platelet-rich plasma, SFLLRN dense granule ATP release, luminescence; inhibition, %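 (compounds screened at 7.5 µM in platelet-rich plasma)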; hit rate 0.22% among 300,000; AID 1663, 2009;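 active means mean replicate score, as percent of positive control, at or above 50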
# HSP90 refold inh: HSP90 inhibitors, primary screen, cell lysate, luminescence; Rabbit reticulocyte lysate, luciferase refolding luminescence, 3 h; Heat shock protein HSP 90 (rabbit reticulocyte lysate; luciferase refolding); inhibition, % at 5.6 µM; hit rate 0.91% among 290,000;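 active means inhibition above the screen-wide mean plus 3 SD, computed separately per campaign, cut at about 16% in these data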;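 further: 0% = DMSO wells and 100% = 60 µM geldanamycin wells; inhibitors lower the luminescence because luciferase stays unfolded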
# aSyn UTR inh: MLPCN primary screen, SNCA 5' untranslated region. AID 1813, 2009. hit rate 0.82% among 300,000. alpha-synuclein 5'UTR reporter, inhibitor activity. inhibition, % (tested at 7.5 µM); in the data active means inhibition above about 60%;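 further: H4 neuroglioblastoma cells stably carrying SNCA 5'UTR luciferase fusion; 0% = DMSO wells and 100% = positive control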
# HSF1 inh: HSF1 inhibitors in luciferase reporter cells, primary screen, cell-based, NIH3T3, luminescence | NIH3T3-HGL HSE-luciferase, MG132-induced, luminescence 8 h; stronger effect = lower value | hit rate 0.77% among 300,000 | activity change, negative = inhibition, % at 7.5 µM (by protocol);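 active means more than half of replicate wells show activity change below -50%, luminescence cut by over half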;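 further: luciferase reports HSF-1 transcriptional activity via heat shock element; 0% = median of DMSO wells and -100% = zero luminescence signal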
# KLF5 inhibitor: KLF5 expression inhibitors, primary screen, DLD-1 cells, luminescence | inhibition, % at 5 µM | AID 1700, 2009 | DLD-1 KLF5 promoter-luciferase reporter | hit rate 0.23% among 290,000;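 active means inhibition above a per-plate limit of that plate's mean compound inhibition plus 3 SD, cut at about 60% in these data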;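 further: 0% = DMSO wells and 100% = LY294002 at 200 µM; higher means less KLF5 promoter-driven luciferase light; inactives centre near -14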
# DYRK1A inh: rat Dyrk1A kinase inhibitors, primary screen, biochemical, single point, plate reader; inhibition, % at 12.5 µM; hit rate 0.43% among 310,000; AID 504441, 2011; ADP-Glo luminescence, NFATc1 peptide; Dual specificity tyrosine-phosphorylation-regulated kinase 1A (Rattus norvegicus), Q63470; in the data active means inhibition above about 50%;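 further: plate controls were vehicle with enzyme for no effect and no enzyme for full effect; many of its hits are not listed in these tables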
# HSF-1 act: HSF-1 activators, primary screen, NIH3T3-HGL cells, MG132 stress, luminescence, single point; NIH3T3-HGL HSF-1 luciferase reporter, 8 h; 100% = twice DMSO control signal; AID 504408, 2011; activation, % at 9 µM; hit rate 1.7% among 300,000;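 active means mean replicate activation of at least 50% with a set share of replicates each reaching 50%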;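 further: 0% = median of the neutral control wells and 100% = twice that signal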
# GSK3A inh: blockers of GSK3A enzyme activity – biochemical, luminescence, cell-free homogeneous, HTS, primary screen | Glycogen synthase kinase-3 alpha (Homo sapiens), P49840 | GSK-3 alpha kinase, ADP-Glo luminescence, 60 min | inhibition, % at 10 µM | hit rate 0.1% among 320,000;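 in the data active means inhibition above about 50%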;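 further: GST-tagged GSK-3 alpha with peptide substrate and 25 µM ATP; 0% = DMSO neutral wells and 100% = GW8510 positive control wells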
# Target sequence (P49840 whole entry, looked up): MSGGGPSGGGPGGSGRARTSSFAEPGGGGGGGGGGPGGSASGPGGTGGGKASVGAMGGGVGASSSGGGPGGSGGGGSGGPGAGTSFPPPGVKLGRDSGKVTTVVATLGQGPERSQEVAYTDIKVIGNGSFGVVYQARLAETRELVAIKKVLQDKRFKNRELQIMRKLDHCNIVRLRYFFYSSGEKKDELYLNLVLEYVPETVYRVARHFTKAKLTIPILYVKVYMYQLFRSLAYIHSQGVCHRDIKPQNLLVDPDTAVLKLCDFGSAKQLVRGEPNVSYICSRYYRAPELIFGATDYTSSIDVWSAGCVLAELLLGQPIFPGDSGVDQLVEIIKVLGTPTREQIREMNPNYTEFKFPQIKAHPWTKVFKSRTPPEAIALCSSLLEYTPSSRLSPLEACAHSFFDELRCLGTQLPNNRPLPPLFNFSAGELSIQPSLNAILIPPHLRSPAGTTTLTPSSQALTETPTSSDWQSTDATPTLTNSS
# IEC-6 tox: cytotoxicity in IEC-6 intestinal epithelial cells, primary screen, cytotoxicity control for KLF5 inhibitor project, cell-based, luminescence; IEC-6 cytotoxicity, luminescence viability; inhibition, % at 5 µM; hit rate 0.78% among 290,000; in the data active means inhibition above about 22%;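 further: 0% = plate median of test compound wells and 100% = cytotoxic reference compound wells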
# GSK3beta inhib: human GSK3beta kinase inhibitors, primary screen, biochemical, cell-free homogeneous, HTS | hit rate 0.038% among 300,000 | activity score (negative = inhibition), % at 10 µM | GST-GSK3beta kinase, ADP-Glo luminescence, 60 min; stronger effect = lower value;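 active means more than half of replicate wells score below -50%, meaning over 50% inhibition versus plate controls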;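 further: 0% = median DMSO wells and -100% = median GW8510 positive control wells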
# Target sequence (P49841 whole entry, looked up): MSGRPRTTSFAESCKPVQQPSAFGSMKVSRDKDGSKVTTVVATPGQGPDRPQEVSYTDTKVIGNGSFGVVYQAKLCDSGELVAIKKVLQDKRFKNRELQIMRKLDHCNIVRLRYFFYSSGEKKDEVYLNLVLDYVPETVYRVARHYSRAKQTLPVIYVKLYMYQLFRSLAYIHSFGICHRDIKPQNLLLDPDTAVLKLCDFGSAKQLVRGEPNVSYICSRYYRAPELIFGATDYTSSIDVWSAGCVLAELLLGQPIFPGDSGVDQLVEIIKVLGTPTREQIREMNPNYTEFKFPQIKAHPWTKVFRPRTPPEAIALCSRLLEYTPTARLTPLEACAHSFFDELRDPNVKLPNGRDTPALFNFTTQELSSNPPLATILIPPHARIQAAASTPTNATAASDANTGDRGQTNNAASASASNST
#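 Test system: GST-tagged human GSK3beta kinase, cell-free; evaluation: activity score scaled between in-plate DMSO and GW8510 controls; measured by: ADP-Glo luminescence; incubation: 60 min reaction, RT; benchmarks: DMSO and 20 µM GW8510; reagent: peptide substrate plus 25 µM ATP (final); medium: Tris/MgCl2 kinase buffer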
# Active calls of the source: *; / = no result given. A portion of the library; rates above refer to the full screens.
no.	SMILES	Platelet DG rel	HSP90 refold inh	aSyn UTR inh	HSF1 inh	KLF5 inhibitor	DYRK1A inh	HSF-1 act	GSK3A inh	IEC-6 tox	GSK3beta inhib
1	CC1CN(C(=O)/C=C/c2cccc([N+](=O)[O-])c2)CC(C)O1 (stereo unspecified)	-8	-1	16	-4	-22	8	15	-3	-10	-15
2	Cc1ccc(/C=C2\C(=N)N3N=C(CC(=O)N4CCOCC4)SC3=NC2=O)o1	0	-3	-6	6	-40	7	-3	-2	-8	0
3	COc1ccc(NC(=O)Nc2ncn(Cc3cccc(C(F)(F)F)c3)n2)cc1OC	4	1	20	0	-22	-5	-11	7	0	6
4	CCCCNC(=O)OC(C)CNC(=O)Oc1cccc(C)c1 (stereo unspecified)	-2	-2	6	3	-23	4	-3	-3	-1	-1
5	O=C(c1ccc([N+](=O)[O-])cc1[N+](=O)[O-])N1CCc2ccccc21	3	-3	15	-17	-17	-1	-30	1	5	0
6	CCCCN1C(=S)NC[C@@H]1c1ccccc1	-2	3	10	4	-2	0	3	/	-1	-1
7	C=CCn1c(SCc2cccnc2)nnc1-c1ccncc1	10	5	-6	/	-6	-5	/	0	3	0
8	COc1ccc(-c2c(C)nn3c(N4CCOCC4)cc(C)nc23)cc1OC	17	-5	5	-7	-74	7	0	0	3	-1
9	CC(=O)Nc1ccc(S(=O)(=O)Nc2nc3ccc(C)cc3s2)cc1	0	1	23	-1	-24	0	-3	-2	-2	5
10	COc1ccc(N2CCN(c3nc(Cl)nc(Nc4ccc(F)cc4)n3)CC2)cc1	-8	-2	-8	-1	-11	0	-10	1	-3	-2
11	CC(C)(C)NC(=O)C(c1ccc(O)cc1)N(C(=O)Cn1nnc(-c2ccc(F)cc2)n1)c1ccccc1F (stereo unspecified)	-10	-1	3	-1	-25	2	-8	2	3	-3
12	Cc1ccc2ncnc(Oc3ncccc3[N+](=O)[O-])c2c1	-8	-2	-10	8	-30	/	3	0	-5	-1
13	COC(=O)c1ccc(C2c3[nH]c4ccccc4c3C[C@H]3C(=O)N(C4CC4)CC(=O)N23)cc1 (stereo partly specified)	3	5	14	0	-12	-4	5	1	-2	3
14	Cc1ncsc1CCOC(=O)c1ccc(Cl)cc1	-9	2	-39	38	-7	-3	46	-1	-9	-4
15	O=C(CSc1nnc(CNC(=O)c2cccs2)o1)Nc1ccccc1C(F)(F)F	3	-3	24	0	-21	4	-8	0	-1	/
16	Cc1cc(Cl)c(OCCOCCN2CCC(C)CC2)c(Br)c1	-51	-5	-43	0	13	-6	-4	3	-9	-2
17	COc1cccc(/C=N/NC(=O)c2cccc3ccccc23)c1OC	-1	/	-3	5	/	-8	8	2	/	-3
18	O=C(/C=C/c1cccc([N+](=O)[O-])c1)c1ccc2c(c1)OCCO2	0	-2	-55	21	-19	1	21	-2	7	3
19	Cc1ccccc1-n1c([C@@H]2C[C@H]2c2ccccc2)n[nH]c1=S	2	-1	1	6	-2	2	10	0	-3	-3
20	O=C(CCc1nc(-c2ccc(Cl)cc2)no1)OCc1ccc(Br)cc1	0	1	-20	-4	-34	3	6	0	0	-1
21	Cc1ccc(C(=O)N(C)CC(=O)Nc2ccc(F)c(F)c2F)o1	/	-5	/	/	-18	0	/	0	-10	-1
22	COC(=O)c1ccccc1NC(=O)CCn1c(=O)oc2ccccc21	-2	-1	-6	7	-32	5	7	0	-7	0
23	COc1ccc(CNC(=O)C2CCN(C(=O)N3CCOc4ccc(C)cc43)CC2)cc1	/	2	/	/	8	0	/	0	1	/
24	COC(=O)c1ccc(NC(=O)c2ccc[n+]([O-])c2)cc1	-14	1	-19	-9	3	-6	6	-1	-2	0
25	Cc1cccc(Nc2nc(NCc3ccco3)nc(N)c2[N+](=O)[O-])c1	1	1	23	-10	2	17	-13	0	1	3

# In the list so far, 3 have a furan ring, fused or not:
no.	SMILES	Platelet DG rel	HSP90 refold inh	aSyn UTR inh	HSF1 inh	KLF5 inhibitor	DYRK1A inh	HSF-1 act	GSK3A inh	IEC-6 tox	GSK3beta inhib
2	Cc1ccc(/C=C2\C(=N)N3N=C(CC(=O)N4CCOCC4)SC3=NC2=O)o1	0	-3	-6	6	-40	7	-3	-2	-8	0
21	Cc1ccc(C(=O)N(C)CC(=O)Nc2ccc(F)c(F)c2F)o1	/	-5	/	/	-18	0	/	0	-10	-1
25	Cc1cccc(Nc2nc(NCc3ccco3)nc(N)c2[N+](=O)[O-])c1	1	1	23	-10	2	17	-13	0	1	3

# Carrying on.
no.	SMILES	Platelet DG rel	HSP90 refold inh	aSyn UTR inh	HSF1 inh	KLF5 inhibitor	DYRK1A inh	HSF-1 act	GSK3A inh	IEC-6 tox	GSK3beta inhib
26	CN(C)CCc1c[nH]c2ccc(C[C@H]3COC(=O)N3)cc12	-2	/	-2	4	/	/	-14	-3	/	0
27	COC(=O)c1ccccc1S(=O)(=O)N(CCCN1CCOCC1)Cc1cccs1	-3	2	-1	2	-33	13	2	-22	-2	2
28	COCCOC(=O)c1c(C)oc2ccc(NS(=O)(=O)c3ccc(F)cc3)cc12	3	6	7	4	-6	-1	-5	11	-4	3
29	O=C(c1cc(C(=O)NCCc2ccccc2)c(=O)n(CCc2ccccc2)c1)c1cc(Cl)ccc1O	-13	1	-5	-8	1	9	-2	-1	-3	15
30	COC(=O)c1cccc(OCC(O)Cn2cnc3cc(C)c(C)cc32)c1 (stereo unspecified)	-2	0	29	-3	-8	5	-17	-1	-3	2
31	COc1ccc(/C=C/c2nnc(NC(=O)C(C)(C)C)s2)cc1	11	1	-96	6	-51	/	12	-1	-4	-4
32	O=C(CNS(=O)(=O)c1cccc(C(F)(F)F)c1)Nc1ccccc1F	2	-2	13	4	-14	1	-7	0	-3	-2
33	CCCc1nnc(NC(=O)CSc2nnc(-c3ccco3)n2C)s1	-12	-2	-1	-3	19	1	27	-2	0	0
34	CSc1ccc(S(=O)(=O)N(CC(=O)NCc2ccccn2)c2ccc(C)cc2)cc1	-10	2	-4	0	-16	0	23	-2	-1	1
35	O=C(Nc1ccccc1F)c1ccn[nH]1	-6	-4	-47	6	-27	/	0	2	8	-6
36	COc1ccc(C(CCN2CCCC(C)C2)c2c(OC)cc(OC)c3c(C)cc(=O)oc23)cc1 (stereo unspecified)	14	/	14	-2	/	-2	-9	-2	/	-8
37	COc1cc(C(=S)N2CCOCC2)ccc1OC(=O)Cc1ccc(F)cc1	-33	-2	-5	-11	-13	-2	18	-2	0	1
38	Cn1cnc([N+](=O)[O-])c1Sc1ncn[nH]1	1	3	4	-9	-6	-3	-20	0	7	0
39	CCC(=O)Nc1ccc2c(c1)nc1n2CCN(C2CCCCC2)C1	8	-3	-8	-9	-8	/	-3	-2	-4	0
40	CCc1c(C(C)=O)oc2ccc3c(C)cc(=O)oc3c12	-6	3	0	4	9	19	0	-1	2	0
41	Cc1cccc(COc2ccc(/C=N/NC(=O)c3nnn(-c4nonc4N)c3C)cc2)c1	-2	-2	-47	14	-7	-8	9	0	-2	-1
42	Cc1ccc(S(=O)(=O)NCC2(c3ccccc3)CCOCC2)cc1	6	-2	2	3	-19	2	-1	0	-7	0
43	CCOC(=O)CCCNC(=O)COC(=O)[C@@H]1CCCN1S(=O)(=O)c1ccc(Cl)cc1	2	0	2	-7	3	-1	6	-1	-6	5
44	COc1ccccc1/C=C/CN1CCCCC1	-2	1	-12	-13	-33	-2	2	-4	0	-1
45	Fc1ccc(NCc2cccnc2)cc1F	-4	0	-20	14	-17	6	-4	-2	1	-5
46	COc1ccc(S(=O)(=O)N2CCC(C(=O)N[C@H](C(=O)NCc3ccncc3)C(C)C)CC2)cc1	9	-3	-3	1	-22	-6	6	3	5	2
47	O=C(CCCc1c[nH]c2ccccc12)N1CCN(c2ccc(N3CCOCC3)nn2)CC1	4	4	-8	0	-8	2	-3	-1	6	1
48	CCOC(=O)C1CCCCN1Cc1cccc(OC)c1OC (stereo unspecified)	-1	-2	19	4	-6	0	-3	-1	2	0
49	Cc1[nH]c2ccccc2c1C(=O)C(=O)N1CCN(c2ccccc2F)CC1	1	1	23	-2	10	2	17	-2	3	3
50	COC(=O)c1ccc(-c2cc(CC3(C(=O)OC)CCN(C(=O)OC(C)(C)C)CC3)on2)cc1	3	2	-29	1	-12	2	-2	-2	3	2
51	COc1ccc(/C=C/C(=O)NCc2ccc(F)cc2)cc1S(=O)(=O)N1CCOCC1	0	0	5	6	-1	-6	-8	-1	6	-4
52	Cc1cc(NC(=O)c2ccccc2)n(-c2ccccc2)n1	0	0	14	3	-17	0	-8	0	3	2
53	O=C(CN1C(=O)NC2(CCCC2)C1=O)OCCOc1ccc(F)cc1	1	/	5	1	/	-2	3	-4	/	-1
54	Cc1ccc(Nc2n[nH]c(C)c2[N+](=O)[O-])cc1	-13	-2	-221	7	-146	0	38	-2	-4	-2
55	CN1C(=O)CC(N2CCN(C(=O)c3ccccc3)CC2)C1=O (stereo unspecified)	-34	-4	-8	9	7	-2	50	-3	-1	-4
56	COC(=O)c1cc2occc2n1Cc1nc(-c2cccc(Cl)c2)oc1C	-13	4	-9	2	-20	-4	0	-3	-4	3

# Whole records, looked up by structure. Values in the order: Platelet DG rel | HSP90 refold inh | aSyn UTR inh | HSF1 inh | KLF5 inhibitor | DYRK1A inh | HSF-1 act | GSK3A inh | IEC-6 tox | GSK3beta inhib
# Entry for `COc1ccc(S(=O)(=O)N2CCC(C(=O)N[C@H](C(=O)NCc3ccncc3)C(C)C)CC2)cc1` = 9 | -3 | -3 | 1 | -22 | -6 | 6 | 3 | 5 | 2
# Entry for `CSc1ccc(S(=O)(=O)N(CC(=O)NCc2ccccn2)c2ccc(C)cc2)cc1` = -10 | 2 | -4 | 0 | -16 | 0 | 23 | -2 | -1 | 1
# Entry for `COc1ccc(/C=C/C(=O)NCc2ccc(F)cc2)cc1S(=O)(=O)N1CCOCC1` = 0 | 0 | 5 | 6 | -1 | -6 | -8 | -1 | 6 | -4
# Entry for `C=CCn1c(SCc2cccnc2)nnc1-c1ccncc1` = 10 | 5 | -6 | / | -6 | -5 | / | 0 | 3 | 0
